Screening results deposited in PubChem BioAssay by Sanford-Burnham Center for Chemical Genomics.
NR3A LBD binder – modulators (binders) of human NR3A ligand-binding domain | NR3A LBD differential scanning fluorimetry, Tm shift; 0% = protein alone, 100% = glycine-bound protein | Tm shift relative to glycine control, % at 25 µM | 340,000 tested, 2.5% active | AID 1259313;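 active means melting temperature shift of at least 10% of the positive control shift, at one fixed dose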
Gli-Sufu block – blocks Gli-Sufu signaling in a luciferase reporter. Sufu-KO-LIGHT fibroblasts, Gli luciferase reporter luminescence. inhibition, % at 5 µM. 340,000 tested, 0.74% active;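 active means inhibition above about 55%, limit read from the data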;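 further: 0% = DMSO-treated cells and 100% = wells with medium but no cells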
CXCR6 block – inhibitors of human CXCR6 receptor | CHO-K1 PathHunter CXCR6 beta-arrestin, luminescence | AID 602244 | inhibition, % at 20 µM | O00574 | 360,000 tested, 0.36% active; in the data active means inhibition above about 34%, passing the limit was not always enough;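 further: antagonist mode with CXCL16 agonist at 10 nM final; 0% = 10 nM CXCL16 with DMSO and 100% = unstimulated wells without agonist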
Target sequence (O00574 whole entry, looked up): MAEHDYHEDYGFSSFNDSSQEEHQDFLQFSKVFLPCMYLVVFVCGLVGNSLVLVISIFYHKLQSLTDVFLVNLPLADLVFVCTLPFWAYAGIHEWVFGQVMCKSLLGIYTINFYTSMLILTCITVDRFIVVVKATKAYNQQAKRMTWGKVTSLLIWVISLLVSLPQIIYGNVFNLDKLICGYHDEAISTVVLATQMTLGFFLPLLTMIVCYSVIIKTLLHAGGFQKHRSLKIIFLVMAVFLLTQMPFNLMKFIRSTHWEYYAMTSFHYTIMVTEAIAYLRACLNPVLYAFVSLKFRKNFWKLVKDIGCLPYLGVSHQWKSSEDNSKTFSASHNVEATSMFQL
MPTP block – inhibitors of mitochondrial permeability transition pore; isolated mouse mitochondria, Ca2+ swelling absorbance, 30 min; inhibition, % at 10 µM; 360,000 tested, 1.4% active; AID 602449;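 active means inhibition of 50% or more, scaled per plate between neutral and stimulator controls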;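 further: 0% = DMSO wells given calcium and 100% = 1 mM EGTA wells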
CCR6 antagonist – antagonists of human CCR6 receptor | CHO-K1 CCR6 PathHunter beta-arrestin, luminescence, CCL20-stimulated | inhibition, % at 20 µM | 340,000 tested, 0.49% active | AID 493098;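 active means compounds whose inhibition of the agonist-driven luminescence signal at 20 µM reaches about 50%, limit read from the data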;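 further: cells stimulated with CCL20 at 14 nM final; plate controls were DMSO with CCL20 for no effect and DMSO without agonist for full effect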
A3A deaminase – blocks human APOBEC3A ssDNA deamination. P31941. recombinant A3A, FAM/TAMRA ssDNA deamination fluorescence. inhibition, % at 20 µM. 330,000 tested, 0.41% active;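 active means at least 40% inhibition at 20 µM here, with at most 30% in a related deaminase screen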;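 further: plate controls were A3A with DMSO for no effect and wells lacking A3A enzyme for full effect; some results filed as inactive read as strong as hits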
Target sequence (P31941 whole entry, looked up): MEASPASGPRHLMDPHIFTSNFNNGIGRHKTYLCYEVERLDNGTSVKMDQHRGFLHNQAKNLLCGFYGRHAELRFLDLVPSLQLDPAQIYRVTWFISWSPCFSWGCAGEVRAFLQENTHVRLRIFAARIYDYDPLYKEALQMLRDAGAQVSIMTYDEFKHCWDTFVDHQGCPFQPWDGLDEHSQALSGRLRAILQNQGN
A3G deaminase – blocks human APOBEC3G single-stranded DNA deamination | Q9HC16 | recombinant A3G, ssDNA deamination FAM/TAMRA fluorescence | inhibition, % at 20 µM | 330,000 tested, 0.28% active;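 active means inhibition of at least 40% at 20 µM, with no more than 30% in the related APOBEC3A deaminase screen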;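 further: plate controls were DMSO wells with A3G for no effect and wells lacking A3G enzyme for full effect; some compounds called inactive have numbers as strong as hits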
EBI2 antag – blocks human EBI2 receptor beta-arrestin signaling; P32249; EBI2 beta-arrestin recruitment, luminescence, 7a,25-OHC stimulated; inhibition, % at 5 µM; 360,000 tested, 0.81% active; AID 651636; in the data active means inhibition above about 38%;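 further: enzyme fragment complementation signal reports receptor beta-arrestin coupling in cells; 0% = agonist plus DMSO wells and 100% = wells without agonist; some results beyond the cut were filed as inactive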
Target sequence (P32249 whole entry, looked up, the tested form may be a part): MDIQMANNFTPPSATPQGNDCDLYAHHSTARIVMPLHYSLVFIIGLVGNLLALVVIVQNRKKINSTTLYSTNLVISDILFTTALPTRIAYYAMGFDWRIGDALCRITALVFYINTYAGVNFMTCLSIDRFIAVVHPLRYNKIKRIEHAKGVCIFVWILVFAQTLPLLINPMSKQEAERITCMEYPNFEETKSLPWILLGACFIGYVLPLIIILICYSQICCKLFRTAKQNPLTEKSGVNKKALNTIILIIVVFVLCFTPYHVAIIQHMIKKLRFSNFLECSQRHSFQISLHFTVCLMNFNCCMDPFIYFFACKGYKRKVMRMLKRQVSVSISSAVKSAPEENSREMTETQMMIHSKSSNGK
* marks the source's active call; other numbers are inactive results; / = no result given.

structure	NR3A LBD binder	Gli-Sufu block	CXCR6 block	MPTP block	CCR6 antagonist	A3A deaminase	A3G deaminase	EBI2 antag
CS(=O)(=O)N(CC(N)=O)Cc1ccc(Cl)cc1	3.8	6.9	-9.6	-0.4	7.7	0.6	-4.5	1.4
Cc1sc(NC(=O)C2=COCCO2)nc1-c1ccc(F)cc1	0.5	33.8	-3.3	0.4	-2.4	-2.4	3.7	7.1
O=C(/C=C/c1ccccc1)N/C(=C/c1ccccc1)C(=O)N1CCCCC1	0.6	-6.3	-2.6	-0.5	-17.8	0.6	-0.9	-17.2
CCOP(=O)(c1ccccc1Cl)C1(O)CCCCC1 (centres undefined)	1.7	1.0	4.2	-3.3	10.0	-8.5	-9.4	-2.7
O=C(COC(=O)c1cc[n+]([O-])cc1)Nc1ccccc1Sc1ccccc1	-1.1	-7.7	-9.5	-1.2	4.9	-2.8	-10.2	-4.5
Cn1nc(C(=O)Nc2nc3ccccc3[nH]2)c2ccccc2c1=O	-3.0	-17.9	-5.2	-0.1	-6.6	1.6	-0.5	-1.0
Cc1ccc(NC(=O)c2ncn(CCCNCCCN3CCCC3=O)n2)cc1C	-0.5	-6.1	5.6	-0.9	5.5	/	/	-8.7
CSCc1cc(N(C)c2ccccc2)nc(-c2ccccn2)n1	-8.2	3.1	25.9	-0.3	31.0	-3.9	-8.6	4.4
O=C(Cn1c(=O)oc2ccc(Cl)cc21)NC1CCCCC1	1.7	-2.5	3.3	-1.8	2.5	-2.0	-3.6	11.2
C=CCc1cc(/C=N\NC(=O)CSc2nnc(CCCc3ccc(OC)c(C)c3)o2)cc(OC)c1O	-6.7	1.9	-8.6	-0.4	5.3	37.1	13.7	10.1
Cc1coc2c(C)c3oc(=O)c(CCC(=O)NCCCN4CCOCC4)c(C)c3cc12	-0.5	8.7	2.7	0.0	2.8	-2.3	-10.2	-3.7
CC(C)OP(=O)(OC(C)C)C(O)c1cccc([N+](=O)[O-])c1 (centres undefined)	-1.6	-6.9	1.8	1.1	-1.9	-0.5	-3.3	2.3
CC(C)CN1CCC(C(=O)NCC2CCCO2)CC1 (centres undefined)	-0.9	/	-2.7	-4.3	5.5	-1.7	-6.0	-5.1
O=C1OCc2ccc(NC(=O)c3sccc3Cl)cc21	-2.2	-8.2	-8.7	2.6	5.5	-2.1	-9.0	3.4
COc1ccc(C(OC(=O)c2ccco2)C(=O)NC2CCCC2)cc1OC (centres undefined)	-0.8	-39.4	6.2	-1.4	-19.8	-4.4	-6.1	-6.2
CCCCc1nc2cc(C(=O)N3CCCC3)ccc2o1	-0.4	-34.1	-0.5	-0.7	18.4	-2.4	-3.8	-2.2
Cc1ccc(SCc2nc(-c3ccncc3)no2)cc1	3.5	-14.3	-2.7	1.4	-6.7	1.1	-6.5	-7.7
Cc1ccc(CSCCNC(=O)c2ccc(NS(C)(=O)=O)cc2)cc1	-3.2	-3.5	9.5	1.9	0.0	-0.3	-3.4	4.8
Cc1[nH]c(=O)[nH]c(=O)c1S(=O)(=O)N1CCCC(C(=O)NCCc2ccc(Cl)cc2)C1 (centres undefined)	0.0	4.2	0.4	-0.2	-1.8	-6.0	-9.1	2.4
CC(=O)c1cccc(NC(=O)C(C)N2CCc3ccccc3C2)c1 (centres undefined)	-1.3	1.9	-0.5	0.0	5.5	-6.6	-3.0	-8.5
COc1ccc(OC)c(NC(=S)N2c3ccccc3CC2C)c1 (centres undefined)	0.3	26.6	-1.3	0.9	9.4	-0.9	-1.7	-0.8
Cc1noc(C)c1NC(=O)N(C)C[C@H]1Oc2ccc(NS(=O)(=O)c3c(C)noc3C)cc2C(=O)N([C@H](C)CO)C[C@@H]1C	-1.4	-4.8	-6.9	-2.0	8.8	0.7	-3.2	0.7
Cc1noc(C)c1C(=O)N1CCc2ccccc21	-2.0	3.7	9.0	-0.8	5.2	-0.8	-4.1	2.5
COc1cc([N+](=O)[O-])ccc1NC(=O)/C=C\C(=O)O	1.6	-7.7	-0.2	-1.2	-2.4	4.8	-6.7	12.9
CCc1ccc(S(=O)(=O)N2CCCC(N3CCN(c4ccc(OC)cc4)CC3)C2)cc1 (centres undefined)	3.8	21.2	-1.5	0.3	14.4	-0.8	-3.1	17.4
COc1ccc(-c2cc(C)nc3c(-c4ccccc4)cnn23)cc1	-4.7	-74.2	7.7	2.3	7.8	/	/	13.5
COc1ccccc1NS(=O)(=O)c1cccc(C(=O)NCC2(N3CCCCC3)CCCCC2)c1	1.5	28.9	5.0	-0.4	15.2	/	/	4.8
C=CCn1c(C)cc(C2=NNC(=NC(C)(C)C)SC2)c1C	-3.5	72.3*	13.0	101.0*	11.6	-3.5	-4.7	4.3
COc1ccc(C(O)P(=O)(OC(C)C)OC(C)C)c(OC)c1 (centres undefined)	-0.9	-4.3	5.8	-1.4	0.6	-3.9	-6.9	5.0
Cc1cc(C)c(C)c(S(=O)(=O)N2CCCCC2C(=O)O)c1C (centres undefined)	1.0	-3.7	-3.3	2.2	-10.2	4.1	1.1	6.1
CCOC(=O)c1ccc(NC(=O)NCCN2CCCCC2)cc1	0.7	6.3	0.1	-1.2	-0.4	0.9	-6.9	-1.1
CC(=O)Nc1ccc(S(=O)(=O)NC(C)C(=O)NC(C)c2ccccc2)cc1 (centres undefined)	0.6	18.6	-1.0	0.7	3.5	-6.2	-6.7	5.5
Cc1ccccc1N(CC(=O)NCC1CCCO1)C(=O)CCC(=O)Nc1nccs1 (centres undefined)	-1.7	-4.7	8.3	-0.7	4.2	0.1	-5.8	-0.2
COc1nc(N(C)C)nc(-n2nnc(C(C)=O)c2C)n1	0.7	7.2	4.7	1.6	-11.3	0.8	2.6	-2.4
Cc1c(C(=O)NCc2cccnc2)oc2ccc(S(=O)(=O)N3CCCC(C)C3)cc12 (centres undefined)	0.8	7.7	-0.1	1.2	-2.9	-0.2	1.1	4.6
COC(=O)C(Cc1cccc(C)n1)(c1ccccc1)c1ccccc1	-0.3	5.8	14.4	0.1	20.1	/	/	-0.3
CCOC(=O)c1cc(-c2ccccc2)nn1Cc1cc(CC)no1	2.8	-28.0	4.0	0.7	15.7	-3.9	-11.7	2.9
Nc1cc(C(Cl)=C(Cl)Cl)c(S(N)(=O)=O)cc1S(N)(=O)=O	2.0	29.9	-10.6	3.4	-0.6	1.1	-3.2	-1.0
CCCc1cc(C(=O)Nc2sc3c(c2C#N)CCC3)no1	-3.7	2.0	8.3	0.2	-38.2	0.8	-6.9	-3.7
CC1CN(C(=O)Nc2ccccc2)c2ccccc2-[n+]2ccsc21 (centres undefined)	2.2	7.7	0.3	-1.6	6.4	0.3	-1.5	-15.3

Compound profiles, as listed above. Screens in order: NR3A LBD binder | Gli-Sufu block | CXCR6 block | MPTP block | CCR6 antagonist | A3A deaminase | A3G deaminase | EBI2 antag
COc1cc([N+](=O)[O-])ccc1NC(=O)/C=C\C(=O)O across the screens: 1.6 | -7.7 | -0.2 | -1.2 | -2.4 | 4.8 | -6.7 | 12.9
Nc1cc(C(Cl)=C(Cl)Cl)c(S(N)(=O)=O)cc1S(N)(=O)=O across the screens: 2.0 | 29.9 | -10.6 | 3.4 | -0.6 | 1.1 | -3.2 | -1.0
CCOC(=O)c1ccc(NC(=O)NCCN2CCCCC2)cc1 across the screens: 0.7 | 6.3 | 0.1 | -1.2 | -0.4 | 0.9 | -6.9 | -1.1

(cont.)
structure	NR3A LBD binder	Gli-Sufu block	CXCR6 block	MPTP block	CCR6 antagonist	A3A deaminase	A3G deaminase	EBI2 antag
CSc1ccccc1C(=O)NCC1CCCO1 (centres undefined)	0.1	7.3	5.7	0.1	-0.1	-0.6	-3.7	-0.5
Cc1[nH]c2ccccc2c1C(=O)NS(=O)(=O)Nc1ccccc1	-0.1	-2.0	-11.6	-1.2	-3.6	-3.8	-3.1	-6.8
O=C(c1ccc(CS(=O)c2ccc(F)cc2)o1)N1CCN(C2CCCCC2)CC1 (centres undefined)	-2.6	42.5	10.6	-0.7	-8.6	-1.8	-5.6	-9.4
Cc1cccc(C)c1Oc1nc(-c2ccccc2)ncc1S(=O)(=O)c1ccccc1	9.8	17.2	-4.7	4.5	22.0	-4.2	-9.6	2.2
O=C(CSc1cccc[n+]1[O-])Nc1c(Br)cc([N+](=O)[O-])cc1Br	0.2	-8.4	-16.0	-1.3	6.2	-2.8	-6.4	-4.5
Cc1ccccc1[C@@]1(C)ON(c2ccccc2C(F)(F)F)C1=O	2.4	-10.6	-0.2	0.0	25.2	-0.5	-4.3	14.4
CCN1C(=O)c2cccc3c(S(=O)(=O)NC(Cc4c[nH]c5ccccc45)C(=O)O)ccc1c23 (centres undefined)	-1.3	5.0	1.1	-5.0	1.2	-1.8	-6.1	0.4
CCOc1ccc(CONS(=O)(=O)c2ccc(NC(C)=O)cc2)cc1Cl	-0.1	-5.6	-18.9	41.9	1.3	-1.2	-4.4	8.2
COC(=O)C1=C(C)N(CC2CC2)C(=O)N[C@H]1c1ccccc1	1.3	-8.4	-2.5	0.2	-1.5	3.9	-6.0	-12.8
CC(C)c1ccc(NC(=O)C(=O)C2C(=O)Nc3ccccc32)cc1 (centres undefined)	-3.1	-16.9	-0.6	-0.2	16.8	5.2	-9.7	0.9
O=C(NCc1ccccc1C(F)(F)F)C1CCC(=O)N(C2CCCCCC2)C1 (centres undefined)	-0.3	39.2	1.3	2.1	-9.7	-1.8	-3.1	-1.9
O=C(CN1CCN(c2cccc(Cl)c2)CC1)c1ccc(O)cc1O	6.1	-3.0	2.8	2.1	12.5	-1.3	4.3	-1.1
CC1=CCC2C(=O)N(c3cccc(C(=O)NCc4ccccc4)c3)C(=O)C2C1 (centres undefined)	0.6	-2.8	4.5	-0.5	1.5	0.5	-8.0	-3.8
Cc1nc([N+](=O)[O-])cn1CC(O)c1ccc(-c2ccccc2)cc1 (centres undefined)	-0.6	2.5	1.1	2.0	0.7	-1.0	-4.4	7.2
COCc1nnc(NC(=O)c2ccc(S(=O)(=O)N3CCCC3)cc2)o1	0.8	46.2	0.9	-0.6	3.6	-0.6	2.9	0.8
COc1cccc(-c2noc(Cn3nc(C)c([N+](=O)[O-])c3C)n2)c1	2.3	-4.9	4.8	-0.4	8.0	4.7	9.4	14.5
Cc1cc(NC(=O)CSc2nnc(-c3cccnc3)n2C2CCCCC2C)no1 (centres undefined)	0.7	8.0	8.4	-5.7	-14.7	-2.8	-9.4	4.2
COc1cccc(CNC(=O)Cn2ccc([N+](=O)[O-])n2)c1	-1.4	18.1	2.2	-1.5	1.9	-4.3	-4.2	-0.3
Cc1ccc(N(C)C(=O)CCS(=O)(=O)c2ccc3c(c2)oc(=O)n3C)cc1	0.4	-4.4	7.9	0.2	7.3	-0.8	-4.5	-14.4
COC(=O)C1=C(C)N(c2ccc(Br)cc2)C(=O)/C1=C\c1ccco1	-5.2	1.5	16.9	1.2	9.2	1.6	-8.9	3.9
O=c1[nH]c(COc2ccccc2)nc2ccccc12	-2.0	-29.0	5.4	0.6	6.5	-1.8	-6.6	0.0
Cc1ccc(S(=O)(=O)N2C(=O)CCC2C(=O)Nn2cnnc2)cc1 (centres undefined)	1.3	5.9	-3.1	3.5	-9.2	2.4	0.3	-15.6
O=C(COc1cc(F)ccc1[N+](=O)[O-])NCCCc1ccccc1	-1.7	6.8	0.1	-0.7	2.0	-3.0	5.2	-4.5
O=C(c1cccs1)N1CCC2(O)CCCCC2C1c1ccc(F)cc1 (centres undefined)	1.0	-0.5	-4.2	1.9	5.0	2.7	1.4	-4.3
CNc1nc(-c2ccc3c(c2)CCN3S(=O)(=O)c2ccccc2)c(C)s1	-2.0	24.4	-2.4	0.0	-9.0	1.0	-3.1	8.4
